# Bioassay records (PubChem)
# tuberculosis growth = growth inhibition of non-replicating M. tuberculosis (AID 488890) | Mycobacterium tuberculosis non-replicating, growth inhibition; higher % means a stronger effect | inhibition, % at 25 µM; hits with a dose series show IC50 in µM | 0.39% of 320,000 active; in the data active = a potency from the dose series; inconclusive = inhibition mostly from about 82% at the one dose, without a potency; inactive = the rest, 99 in 100 with inhibition below about 76%;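 note: plate controls were DMSO cells for no effect and high antibiotic wells for full effect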
# H37Rv inhibition = M. tuberculosis growth inhibition, HTS (AID 449762); M. tuberculosis H37Rv growth inhibition, 7H9 media; higher % means a stronger effect; inhibition, % at 25 µM, or IC50 in µM where a hit was titrated; 0.59% of 330,000 active; in the data active = a potency from the dose series; inconclusive = inhibition above about 70% without an active follow-up result;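 note: bacterial growth assessed after seven days of incubation; strong numbers were not always called active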
# H1N1 NS1A inhibition = NS1A inhibition, H1N1 influenza, cell based functional assay (AID 504329) | NS1A functional cell-based assay, percent inhibition; higher % means a stronger effect | one-dose inhibition, % at 12.5 µM; IC50 in µM for titrated hits | 0.3% of 340,000 active; in the data active = a potency from the dose series; inconclusive = inhibition above about 27% without an active follow-up result; note: strong numbers were not always called active
# inhibitors of VEEV = inhibitors of VEEV TC-83 cytopathic effect, confirmation, Vero cells (AID 588727) | Vero cells, VEEV TC-83 cytopathic effect inhibition; higher % means a stronger effect | one-dose inhibition, % at 20 µM; IC50 in µM for titrated hits | 0.13% of 350,000 active; in the data active = a potency from the dose series; inconclusive = inhibition mostly from about 14% at the one dose, without a potency; inactive = the rest, 99 in 100 with inhibition below about 12%; note: strong numbers were not always called active
# PhoP GFP inhibition = PhoP regulon inhibitors, Salmonella typhi PhoP promoter GFP reporter, confirmatory (AID 1850) | Salmonella Typhi PhoP-promoter GFP reporter, fluorescence, 4 h; higher % means a stronger effect | inhibition, % at 50 µM, or IC50 in µM where a hit was titrated | 0.33% of 310,000 active; in the data active = a potency from the dose series; inconclusive = inhibition mostly from about 25% at the one dose, without a potency; inactive = the rest, 99 in 100 with inhibition below about 19%;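 note: 0% = induced wells with vehicle and 100% = uninduced wells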
# inhibitors of VEEV 10K pilot screen = further read-out of inhibitors of VEEV, marked with its call; inhibition, %; measured here: 10K pilot screen inhibition
# * = called active by the depositor; i = inactive; ? = inconclusive; · = no result given.
# The opening 6 records as a preview:
SMILES,tuberculosis growth,H37Rv inhibition,H1N1 NS1A inhibition,inhibitors of VEEV,PhoP GFP inhibition,others
COc1ccc2cc(CCNC(=O)c3cccc([N+](=O)[O-])c3)c(=O)[nH]c2c1,51.6%,5.4%,-16.6%,7.8%,1.0%,
O=C(O)c1ccnc(C(=O)O)c1,1.9%,-7.2%,14.1%,1.2%,-11.2%,
O=C(NS(=O)(=O)c1ccc(Cl)cc1)c1ccccc1,10.0%,-1.3%,-4.7%,3.9%,5.5%,
COC(=O)c1ccc(/C=N/N2CCN(Cc3ccc(Cl)cc3)CC2)cc1,65.4%,4.0%,·,i,3.8%,
COC(=O)c1ccc(NC(=O)c2cc[n+](Cc3ccccc3)cc2)cc1,-1.9%,-2.1%,-22.1%,0.4%,-1.5%,
COC(C[C@H](O)[C@H](C)[C@H](O)COCc1ccccc1)OC,·,·,-12.8%,2.3%,·,

# The list itself (from the top)
SMILES,tuberculosis growth,H37Rv inhibition,H1N1 NS1A inhibition,inhibitors of VEEV,PhoP GFP inhibition,others
COc1ccc2cc(CCNC(=O)c3cccc([N+](=O)[O-])c3)c(=O)[nH]c2c1,51.6%,5.4%,-16.6%,7.8%,1.0%,
O=C(O)c1ccnc(C(=O)O)c1,1.9%,-7.2%,14.1%,1.2%,-11.2%,
O=C(NS(=O)(=O)c1ccc(Cl)cc1)c1ccccc1,10.0%,-1.3%,-4.7%,3.9%,5.5%,
COC(=O)c1ccc(/C=N/N2CCN(Cc3ccc(Cl)cc3)CC2)cc1,65.4%,4.0%,·,i,3.8%,
COC(=O)c1ccc(NC(=O)c2cc[n+](Cc3ccccc3)cc2)cc1,-1.9%,-2.1%,-22.1%,0.4%,-1.5%,
COC(C[C@H](O)[C@H](C)[C@H](O)COCc1ccccc1)OC,·,·,-12.8%,2.3%,·,
Cc1cc(S(N)(=O)=O)ccc1N=Cc1c(O)n(-c2ccccc2)c(=O)[nH]c1=O,4.0%,-1.6%,-1.5%,0.2%,-2.2%,
CCOC(=O)CCNC(=O)N1CCCC(N(C)CCc2ccccc2)C1 (stereo not drawn),-5.3%,-9.8%,-3.8%,i,-4.9%,
O=C(CNC(=O)c1ccc(Br)o1)NNC(=O)COc1ccccc1Cl,-14.6%,-6.1%,-7.2%,2.6%,·,
O=C(Nc1cccs1)Nc1ccc(F)cc1F,-29.7%,-1.2%,1.5%,0.0%,-7.8%,
CC1CCCC(C)N1C(=O)COC(=O)CNC(=O)c1ccccc1F (stereo not drawn),-15.9%,5.4%,-4.6%,1.3%,·,
CN(C)S(=O)(=O)c1cc(NC(=O)COC(=O)CC2CC3CCC2C3)ccc1Cl (stereo not drawn),14.7%,0.9%,-11.6%,0.3%,·,
O=S(=O)(c1ccc(F)cc1)N1CCc2ccccc2C1,2.3%,-1.0%,-9.1%,1.1%,-3.8%,
Cc1c(O)ccc2c3c(c(=O)oc12)CCCC3,20.3%,66.1%,6.4%,1.8%,-7.3%,
NS(=O)(=O)c1ccc(NC(=O)c2ccc(CNS(=O)(=O)c3cc(C(F)(F)F)ccc3Cl)cc2)cc1,30.0%,-2.8%,-21.1%,4.2%,-2.1%,
Cc1ccc(-n2c(=O)cc(N3CCC(C)CC3)[nH]c2=O)cc1,-13.2%,-1.3%,2.7%,4.8%,-3.1%,
O=C(Nc1cccc(F)c1)N1CCCC(CNS(=O)(=O)Cc2ccccc2)C1 (stereo not drawn),1.1%,3.8%,3.3%,0.4%,-6.8%,
CCOc1ccc(NC(=O)/C=C/c2ccccc2)c([N+](=O)[O-])c1,7.7%,5.4%,13.4%,i,-9.6%,
CCOC(=O)CSc1nc(C)c2ccc(C)cc2n1,42.2%,48.8%,-8.7%,i,2.0%,
CCn1cc(C(=O)N[C@H](C(=O)NCCO)C(C)C)c(=O)c2cc3c(cc21)OCO3,-10.9%,-5.0%,2.9%,i,-6.1%,
c1ccc(Oc2nc3ccccc3n3cccc23)cc1,10.2%,4.0%,-9.8%,7.1%,-3.5%,
CCN(CC)S(=O)(=O)c1cccc(-c2nn(-c3ccccc3)cc2/C=C(\C#N)C(=O)NCc2ccco2)c1,0.8%,-0.8%,-6.1%,0.2%,-7.2%,
COc1ccccc1NC(=O)C1CCN(C(=O)NCc2ccccc2)CC1,-18.3%,0.6%,-7.7%,0.1%,5.9%,
COC(=O)[C@H](Cc1ccccc1)NC(=O)N1CCN(c2ccc(F)cc2)CC1,49.6%,5.3%,-4.6%,1.7%,4.6%,
CCOC(=O)NC(NS(=O)(=O)c1ccccc1)(C(=O)OCC)C(F)(F)F (stereo not drawn),-4.6%,-6.4%,-7.1%,i,-5.3%,
# (listing goes on)
SMILES,tuberculosis growth,H37Rv inhibition,H1N1 NS1A inhibition,inhibitors of VEEV,PhoP GFP inhibition,others
O=C(NC1CCCCCC1)C1c2ccccc2C(=O)N1Cc1cccs1 (stereo not drawn),1.7%,2.0%,7.2%,0.1%,1.6%,inhibitors of VEEV 10K pilot screen=0.3
O=[N+]([O-])c1ccc(-c2nc(C(Cl)Cl)c3ccccc3n2)cc1,?,?,3.1%,?,-3.5%,
CC[N+]1(CC)CC2=Cc3ccccc3CC2C1 (stereo not drawn),16.4%,-6.9%,-7.6%,1.4%,3.2%,
CC(C)(C)CC(=O)Nc1nn[nH]n1,-4.9%,-2.2%,19.9%,0.8%,-7.2%,
COc1cc(/C=N/NC(=O)c2cccc([N+](=O)[O-])c2)ccc1OCc1ccc(C)cc1,-11.4%,0.7%,9.9%,i,0.9%,inhibitors of VEEV 10K pilot screen=0.8
COc1ccccc1C(=O)NC(=O)OCCn1c(C)cnc1[N+](=O)[O-],-7.9%,3.9%,-3.0%,0.1%,-10.3%,
O=C(OCc1nnc(-c2ccccc2)o1)c1cccc(S(=O)(=O)N2CCOCC2)c1,-2.6%,-1.6%,-9.0%,0.8%,-1.0%,
OCC1(CC2CCCCO2)CCN(Cc2nc3ccccc3[nH]2)CC1 (stereo not drawn),14.8%,2.5%,11.5%,0.7%,11.2%,
COc1cccc(CN2CC(C(=O)N(C)CCc3ccccc3)CCC2=O)c1 (stereo not drawn),5.3%,-2.2%,-10.2%,i,2.5%,
O=S(=O)(CC(O)CS(=O)(=O)c1ccc(Cl)cc1)c1ccccc1 (stereo not drawn),-22.1%,-4.6%,-20.4%,0.7%,4.9%,
Cc1c(Cl)cccc1NC(=O)c1nc(C)n(-c2cc(OC(C)C)c(Cl)cc2Cl)n1,6.8%,14.6%,-4.5%,i,-15.0%,
CCN(CC)CCNC(=O)c1sc2ncn(CC(=O)Nc3ccc(C)c(Cl)c3)c(=O)c2c1C,37.0%,3.1%,1.6%,12.2%,0.1%,
CN1CCN(CCC=C2c3ccccc3Sc3ccc(S(=O)(=O)N(C)C)cc32)CC1,32.7%,3.1%,3.7%,·,-2.2%,
CCOc1ccc2nc(N3C(=O)CNC3=S)sc2c1,80.0%,56.2%,-3.4%,4.2%,-2.3%,
Cc1cccc(N(CC(=O)NCCSc2nc3ccccc3s2)S(=O)(=O)c2ccccc2)c1,17.0%,8.3%,·,·,-6.0%,
COc1ccc(Cn2c(=O)n(Cc3ccco3)c(=N)c3c4c(sc32)COC(C)(C)C4)cc1,41.7%,18.8%,4.5%,5.3%,-17.1%,
COc1ccc(Nc2nnc(SCC3CCCO3)s2)cc1 (stereo not drawn),39.8%,-2.8%,6.3%,1.8%,23.8%,
O=S(=O)(c1ccc(Cl)cc1)N1CCCC1c1nc(-c2cccc(Cl)c2)no1 (stereo not drawn),20.8%,-1.4%,8.3%,5.2%,-1.3%,

# Pulled one by one from the entries so far, 3 records:
SMILES,tuberculosis growth,H37Rv inhibition,H1N1 NS1A inhibition,inhibitors of VEEV,PhoP GFP inhibition,others
CC(C)(C)CC(=O)Nc1nn[nH]n1,-4.9%,-2.2%,19.9%,0.8%,-7.2%,
O=S(=O)(c1ccc(F)cc1)N1CCc2ccccc2C1,2.3%,-1.0%,-9.1%,1.1%,-3.8%,
CCOC(=O)NC(NS(=O)(=O)c1ccccc1)(C(=O)OCC)C(F)(F)F (stereo not drawn),-4.6%,-6.4%,-7.1%,i,-5.3%,
